Mtb BioA inh – M. tuberculosis BioA enzyme inhibitors, primary screen, biochemical, plate reader, single point, HTS; 360,000 tested, 0.096% active; purified M. tuberculosis BioA enzyme; inhibition, % at 9.99 µM; 7,8-diaminopelargonic acid synthase BioA (Mycobacterium tuberculosis); in the data active means inhibition above about 40%
* marks the source's active call; other numbers are inactive results. This is a subset, so the mix of outcomes need not match the whole.

SMILES | Mtb BioA inh
Cc1ccc(-c2ccc3c(c2)O[C@H](CN(C)Cc2ccccn2)[C@@H](C)CN([C@H](C)CO)S3(=O)=O)cc1 | 0.8
COc1ccc(CN(C)C[C@H]2Oc3c(NS(=O)(=O)c4ccc(Cl)cc4)cccc3C(=O)N([C@H](C)CO)C[C@H]2C)cc1 | 7.5
CNC(=O)C[C@@H]1CC[C@H]2[C@@H](COC[C@@H](O)CN2Cc2ccncc2)O1 | -0.4
C[C@H](CO)N1C[C@H](C)[C@H](CN(C)S(C)(=O)=O)Oc2c(NC(=O)Nc3ccccc3)cccc2C1=O | -2.3
Cc1ccc(S(=O)(=O)N[C@@H]2CC[C@H](CC(=O)NC3CCCCC3)O[C@H]2CO)cc1 | -2.5
C[C@H](CO)N1C[C@H](C)[C@H](CN(C)Cc2ccccc2)Oc2cc(/C=C/c3ccccc3)ccc2S1(=O)=O | -2.0
CNC[C@H]1Oc2ccc(NC(=O)c3ccncc3)cc2C(=O)N([C@@H](C)CO)C[C@H]1C | -4.7
CC(C)CC#Cc1cnc2c(c1)C(=O)N([C@H](C)CO)C[C@H](C)[C@H](CN(C)C(=O)Cc1ccncc1)O2 | -3.4
C[C@@H]1CN([C@@H](C)CO)S(=O)(=O)c2ccc(-c3cccc(F)c3)cc2O[C@@H]1CN(C)C(=O)c1cccc(F)c1 | 1.4
C[C@H]1CN([C@@H](C)CO)C(=O)c2cc(C#CC(C)(C)O)cnc2O[C@@H]1CN(C)C(=O)C1CC1 | -0.4
CCC(=O)N(C)C[C@@H]1Oc2ncc(C#CC(C)(C)O)cc2C(=O)N([C@@H](C)CO)C[C@@H]1C | -0.3
OC[C@@H]1Nc2ccc(-c3ccc(F)cc3)cc2[C@H]2[C@@H]1CCN2Cc1ccc(F)cc1 | 16
COc1ccc(NC(=O)N(C)C[C@H]2Oc3ccc(NC(=O)Nc4ccc(F)cc4)cc3C(=O)N([C@@H](C)CO)C[C@H]2C)cc1 | 3.9
O=C(Nc1ccc(F)cc1)N1CCCCN2[C@H](C1)[C@H](c1ccc(-c3ccncc3)cc1)[C@@H]2CO | 5.2
C[C@H](CO)N1C[C@H](C)[C@H](CN(C)Cc2cccnc2)Oc2ncc(-c3cccc(F)c3)cc2C1=O | 6.9
COc1ccc(NC(=O)Nc2ccc3c(c2)[C@@H]2C[C@@H](CC(=O)NC4CCCC4)O[C@@H](CO)[C@@H]2O3)cc1 | -0.5
CNC(=O)C[C@@H]1CC[C@H]2[C@H](COc3ccc(NC(=O)c4ccccc4F)cc3C(=O)N2C)O1 | -2.5
Cc1ccc(S(=O)(=O)N(C)C[C@@H]2Oc3c(NS(=O)(=O)c4c(C)noc4C)cccc3C(=O)N([C@@H](C)CO)C[C@@H]2C)cc1 | 0.3
C[C@H](CO)N1C[C@H](C)[C@@H](CN(C)C(=O)c2cccc(F)c2)Oc2ncc(/C=C/c3ccccc3)cc2C1=O | -1.7
Cc1ccc(S(=O)(=O)N(C)C[C@H]2Oc3c(NC(=O)C4CCCCC4)cccc3C(=O)N([C@@H](C)CO)C[C@@H]2C)cc1 | -2.6
CC(C)NC(=O)Nc1ccc2c(c1)C(=O)N(C)[C@@H]1CC[C@H](CC(=O)Nc3ccccc3)O[C@H]1CO2 | 0.4
CO[C@@H]1CN(C)C(=O)c2cc(NC(=O)c3ccccc3F)ccc2OC[C@@H](C)N(CC2CC2)C[C@H]1C | 1.7
C/C=C/c1cnc2c(c1)C(=O)N([C@H](C)CO)C[C@@H](C)[C@@H](CN(C)S(=O)(=O)c1ccccc1)O2 | 3.2
C[C@@H]1CN([C@@H](C)CO)S(=O)(=O)c2ccc(C#Cc3ccccc3F)cc2O[C@H]1CN(C)CC1CC1 | -1.7
CC(C)NC(=O)N[C@@H]1CC[C@@H](CC(=O)NC2Cc3ccccc3C2)O[C@@H]1CO | -4.0

Brought forward from above: 5 entries; new compounds follow.
SMILES | Mtb BioA inh
CC(C)NC(=O)Nc1ccc2c(c1)C(=O)N(C)[C@@H]1CC[C@H](CC(=O)Nc3ccccc3)O[C@H]1CO2 | 0.4
CO[C@@H]1CN(C)C(=O)c2cc(NC(=O)c3ccccc3F)ccc2OC[C@@H](C)N(CC2CC2)C[C@H]1C | 1.7
C/C=C/c1cnc2c(c1)C(=O)N([C@H](C)CO)C[C@@H](C)[C@@H](CN(C)S(=O)(=O)c1ccccc1)O2 | 3.2
C[C@@H]1CN([C@@H](C)CO)S(=O)(=O)c2ccc(C#Cc3ccccc3F)cc2O[C@H]1CN(C)CC1CC1 | -1.7
CC(C)NC(=O)N[C@@H]1CC[C@@H](CC(=O)NC2Cc3ccccc3C2)O[C@@H]1CO | -4.0
CO[C@H]1CN(C)C(=O)c2cc(NC(C)=O)ccc2OC[C@H](C)N(C(=O)C2CCCCC2)C[C@@H]1C | -1.0
C[C@@H]1CCCCO[C@H](CN(C)C(=O)Cc2ccccc2)[C@@H](C)CN([C@@H](C)CO)C(=O)c2cc(NS(=O)(=O)c3ccc(F)cc3)ccc2O1 | 0.1
C[C@@H]1CN([C@H](C)CO)C(=O)c2cc(NC(=O)CCC(F)(F)F)ccc2O[C@@H]1CN(C)C(=O)Nc1ccc2c(c1)OCO2 | 0.3
C[C@H]1CCCCO[C@@H](CN(C)C(=O)NC2CCCCC2)[C@@H](C)CN([C@@H](C)CO)C(=O)c2cc(NS(=O)(=O)c3cn(C)cn3)ccc2O1 | 1.7
C[C@H](O)C#Cc1ccc2c(c1)O[C@@H](CN(C)C(=O)Cc1ccccn1)[C@H](C)CN([C@H](C)CO)S2(=O)=O | -0.2
C[C@@H]1CCCCO[C@H](CN(C)S(=O)(=O)c2ccc(Cl)cc2)[C@H](C)CN([C@@H](C)CO)C(=O)c2cc(NC(=O)CCC(F)(F)F)ccc2O1 | -1.2
O=C(c1cccc(F)c1)N1CCCCN2[C@H](CO)[C@H](c3ccc(-c4ccc(F)cc4)cc3)[C@@H]2C1 | 2.2
C[C@@H](NC(=O)C[C@@H]1CC[C@H]2[C@@H](COc3ccc(NC(=O)C4CCOCC4)cc3C(=O)N2C)O1)c1ccccc1 | -1.6
C[C@@H]1CN([C@H](C)CO)C(=O)c2cc(NC(=O)C3CC3)ccc2O[C@H]1CN(C)CC1CCCCC1 | -0.7
C[C@@H]1CN([C@H](C)CO)C(=O)Cc2cc(NS(C)(=O)=O)ccc2O[C@@H]1CN(C)Cc1ccncc1 | -1.1
Cc1noc(C)c1NC(=O)Nc1ccc2c(c1)C(=O)N([C@H](C)CO)C[C@H](C)[C@@H](CN(C)C(=O)c1ccccc1)OCCCC[C@@H](C)O2 | 0.7
COCC#Cc1cnc2c(c1)C(=O)N([C@H](C)CO)C[C@@H](C)[C@@H](CN(C)C(=O)CN1CCOCC1)O2 | -4.2
C/C=C/c1cnc2c(c1)C(=O)N([C@@H](C)CO)C[C@@H](C)[C@@H](CN(C)S(=O)(=O)c1ccccc1F)O2 | -1.4
O=C(C[C@H]1CC[C@@H](NS(=O)(=O)c2cccc(F)c2)[C@H](CO)O1)N1CCCCC1 | -3.0
COc1ccc(-c2cn(CC[C@H]3CC[C@H](NC(=O)CCN4CCCCC4)[C@H](CO)O3)nn2)cc1 | 1.3
C[C@H](CO)N1C[C@H](C)[C@@H](CN(C)Cc2ccc(Cl)c(Cl)c2)Oc2ccc(NC(=O)Cn3cnnn3)cc2CC1=O | 13
O=C(NCC[C@H]1CC[C@@H](NS(=O)(=O)Cc2ccccc2)[C@@H](CO)O1)C1CC1 | 3.8
C[C@@H]1CN([C@@H](C)CO)C(=O)c2cc(NS(=O)(=O)c3cn(C)cn3)ccc2O[C@@H](C)CCCCO[C@@H]1CN(C)C(=O)NC1CCCCC1 | 0.1
O=C(C[C@@H]1C=C[C@@H](NC(=O)C2CC2)[C@@H](CO)O1)NCCCN1CCOCC1 | -8.7
C[C@H](CO)N1C[C@H](C)[C@@H](CN(C)C(=O)C2CCC2)Oc2cc(C3=CCCCC3)ccc2S1(=O)=O | 0.6
COc1ccc(NC(=O)N(C)C[C@@H]2Oc3ncc(C#C[C@@H](C)O)cc3C(=O)N([C@@H](C)CO)C[C@H]2C)cc1 | 2.0
COc1ccc(S(=O)(=O)N(C)C[C@@H]2Oc3ccc(NC(=O)C4CC4)cc3C(=O)N([C@@H](C)CO)C[C@@H]2C)cc1 | -1.1
COc1ccccc1C#Cc1cnc2c(c1)C(=O)N([C@@H](C)CO)C[C@H](C)[C@H](CN(C)S(=O)(=O)c1cn(C)cn1)O2 | -1.9
COCC(=O)Nc1ccc2c(c1)[C@H]1C[C@@H](CC(=O)N3CCN(C)CC3)O[C@H](CO)[C@H]1O2 | -1.1
CCCNC(=O)Nc1ccc2c(c1)C(=O)N(C)C[C@H](OC)[C@@H](C)CN(C(=O)C1CCC1)[C@H](C)CO2 | -1.6

Already shown: an excerpt of the list.
SMILES | Mtb BioA inh
COc1ccc(S(=O)(=O)N(C)C[C@@H]2Oc3ccc(NC(=O)C4CC4)cc3C(=O)N([C@@H](C)CO)C[C@@H]2C)cc1 | -1.1
COc1ccccc1C#Cc1cnc2c(c1)C(=O)N([C@@H](C)CO)C[C@H](C)[C@H](CN(C)S(=O)(=O)c1cn(C)cn1)O2 | -1.9
COCC(=O)Nc1ccc2c(c1)[C@H]1C[C@@H](CC(=O)N3CCN(C)CC3)O[C@H](CO)[C@H]1O2 | -1.1
CCCNC(=O)Nc1ccc2c(c1)C(=O)N(C)C[C@H](OC)[C@@H](C)CN(C(=O)C1CCC1)[C@H](C)CO2 | -1.6

Going on with the list:
SMILES | Mtb BioA inh
C/C=C/c1ccc([C@@H]2[C@@H](CO)N(C(=O)COC)[C@H]2CNC(=O)CC)cc1 | -2.1
O=C(C[C@@H]1CC[C@@H]2[C@H](COC[C@@H](O)CN2C(=O)c2ccncc2)O1)NCc1ccc(-c2ccccc2)cc1 | -4.1
C[C@@H](O)C#Cc1cnc2c(c1)C(=O)N([C@@H](C)CO)C[C@H](C)[C@H](CN(C)C(=O)c1ccncc1)O2 | 2.1
CO[C@H]1CN(C)C(=O)c2cc(NS(C)(=O)=O)ccc2OC[C@@H](C)N(C(=O)NC(C)C)C[C@@H]1C | -0.5
Cc1ccccc1-c1cnc2c(c1)C(=O)N([C@@H](C)CO)C[C@@H](C)[C@H](CN(C)C(=O)CN(C)C)O2 | 0.6
COc1ccc(CN(C)C[C@@H]2Oc3ccc(NS(=O)(=O)c4ccc(C)cc4)cc3C(=O)N([C@H](C)CO)C[C@@H]2C)cc1 | 1.2
Cc1ccc(-c2cnc3c(c2)C(=O)N([C@H](C)CO)C[C@H](C)[C@H](CN(C)S(C)(=O)=O)O3)cc1 | 1.2
O=C(C[C@H]1C=C[C@H](NC(=O)CC2CC2)[C@H](CO)O1)NCc1ccc(Cl)cc1 | 0.6
CCCNC(=O)N(C)C[C@@H]1Oc2cc(-c3ccccc3)ccc2S(=O)(=O)N([C@@H](C)CO)C[C@@H]1C | -0.4
C[C@@H]1CCCCO[C@@H](CN(C)C(=O)Nc2ccc(F)cc2)[C@H](C)CN([C@@H](C)CO)C(=O)c2cc(NS(=O)(=O)c3ccc(Cl)cc3)ccc2O1 | -0.3
C[C@@H]1CN([C@@H](C)CO)C(=O)c2cc(NS(=O)(=O)c3cccs3)ccc2O[C@@H](C)CCCCO[C@@H]1CN(C)Cc1ccncc1 | -5.1
CN1C(=O)c2cc(NC(=O)C3CC3)ccc2OC[C@@H]2O[C@H](CC(=O)NC3CCC3)CC[C@@H]21 | -5.8
COCC(=O)N1C[C@@H](C)[C@@H](OC)CN(C)C(=O)c2cc(NC(=O)Nc3ccccc3)ccc2OC[C@H]1C | -0.7
CCCN(C)C[C@@H]1Oc2cc(C#CCOC)ccc2S(=O)(=O)N([C@@H](C)CO)C[C@@H]1C | -1.0
CC=Cc1ccc2n(c1=O)C[C@H]1[C@H](CO)[C@@H](C(=O)NCCN3CCCC3)N(C(=O)NC(C)C)[C@@H]21 (mixture of isomers) | 0.8
C[C@H]1CN([C@@H](C)CO)C(=O)c2cc(NC(=O)Nc3ccc(C(F)(F)F)cc3)ccc2O[C@@H]1CN(C)S(C)(=O)=O | 5.9
Cc1ccc(S(=O)(=O)Nc2ccc3c(c2)C(=O)N([C@@H](C)CO)C[C@@H](C)[C@H](CN(C)S(=O)(=O)c2ccccc2)OCCCC[C@@H](C)O3)cc1 | -1.3
C[C@@H]1CN([C@H](C)CO)C(=O)c2cc(NC(=O)Cc3ccccc3)ccc2O[C@H]1CN(C)C(=O)NC1CCCCC1 | -1.3
COC(=O)C[C@@H]1CC[C@H]2[C@@H](COc3ccc(NC(=O)c4cccc(F)c4)cc3C(=O)N2C)O1 | 0.1
C/C=C/c1ccc2c(c1)O[C@H](CN(C)C(=O)c1ccc(F)cc1)[C@@H](C)CN([C@H](C)CO)S2(=O)=O | 0.4
O=C(NCc1cccc(F)c1)[C@@H]1[C@@H](CO)[C@@H]2Cn3c(ccc(-c4ccccc4)c3=O)[C@H]1N2CC1CC1 | 2.6
O=C(C[C@H]1CC[C@H]2[C@@H](COC[C@H](O)CN2C(=O)Nc2ccccc2)O1)NCc1ccccc1F | 1.8
COc1ccc(NC(=O)N(C)C[C@@H]2Oc3c(NS(=O)(=O)c4cccs4)cccc3C(=O)N([C@H](C)CO)C[C@@H]2C)cc1 | -1.0
O=C(C[C@H]1CC[C@@H](NC(=O)C2CCOCC2)[C@H](CO)O1)NCc1ccccc1Cl | -0.1
O=C(N[C@H]1CC[C@H](CCNS(=O)(=O)c2ccc(Cl)cc2)O[C@H]1CO)c1cnccn1 | 0.2
CO[C@@H]1CN(C)C(=O)c2ccc(NS(C)(=O)=O)cc2OC[C@@H](C)N(C(=O)CN(C)C)C[C@H]1C | -2.0
COC(=O)C[C@@H]1CC[C@H]2[C@@H](COC[C@@H](O)CN2C(=O)Nc2ccccc2OC)O1 | -2.4
COc1ccc(S(=O)(=O)N(C)C[C@@H]2Oc3ccc(NC(=O)Nc4ccc5c(c4)OCO5)cc3CC(=O)N([C@H](C)CO)C[C@H]2C)cc1 | 2.4
CC(C)NC(=O)Nc1ccc2c(c1)C(=O)N([C@H](C)CO)C[C@H](C)[C@H](CN(C)S(C)(=O)=O)OCCCC[C@@H](C)O2 | -4.6
